PAD4 FP inh: blocks human protein arginine deiminase 4. Q9UM07. recombinant PAD4, RCA probe fluorescence polarization. inhibition, % at 6.36 µM. actives 0.41% (n = 330,000);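 active = percent inhibition above a cutoff equal to the mean of all tested compounds plus 3 SD, cut at about 15% in these data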;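 also: 0% = PAD4 with RCA probe and DMSO and 100% = probe without PAD4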
PAFAH1B3 inh: inhibitors of human PAFAH1B3; actives 0.28% (n = 340,000); recombinant PAFAH1B3, FP-rhodamine probe, fluorescence polarization; AID 492972; inhibition, % at 3.39 µM; Q15102;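 active = inhibition above the screen-wide average of all tested compounds plus 3 SD, cut at about 25% in these data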;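 also: 0% = enzyme with DMSO only and 100% = wells lacking PAFAH1B3 protein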
PAFAH1B2 FP inh: PAFAH1B2 (human) inhibition. P68402. recombinant PAFAH1B2, FP-rhodamine activity probe, fluorescence polarization. actives 1.2% (n = 340,000). inhibition, % at 3.39 µM;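 active = inhibition above the mean of all tested compounds plus 3 SD, cut at about 24% in these data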;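 also: 0% = enzyme with DMSO and 100% = wells lacking PAFAH1B2; many of its hits are not listed in these tables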
Target sequence (P68402 whole entry, looked up): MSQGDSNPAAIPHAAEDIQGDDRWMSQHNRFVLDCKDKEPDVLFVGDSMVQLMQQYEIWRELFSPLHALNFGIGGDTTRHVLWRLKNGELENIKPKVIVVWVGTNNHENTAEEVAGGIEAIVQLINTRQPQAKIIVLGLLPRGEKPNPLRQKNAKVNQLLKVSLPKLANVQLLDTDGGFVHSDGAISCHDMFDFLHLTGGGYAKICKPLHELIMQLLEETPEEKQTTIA
LYPLA2 counter: LYPLA2 (human) inhibition in PME1 counter-screen; AID 2177; actives 0.38% (n = 320,000); O95372; recombinant LYPLA2, FP-Rh probe fluorescence polarization; inhibition, % at 5.9 µM;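 active = inhibition above the screen-wide mean plus 3 SD, limit set per campaign, cut at about 26% in these data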;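 also: 0% = LYPLA2 with DMSO and 100% = wells lacking LYPLA2 enzyme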
PME-1 inh: PME-1 (human) inhibition. Q9Y570. actives 0.53% (n = 320,000). AID 2130. inhibition, % at 5.9 µM. recombinant PME-1, FP-Rh probe fluorescence polarization;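 active = inhibition above the campaign mean of all compounds plus 3 SD, cut at about 26% in these data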;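 also: competitive labeling of PME-1 active site by serine hydrolase directed probe; 0% = PME-1 with DMSO and 100% = wells lacking PME-1 enzyme; inhibitors block probe labeling so polarization falls and inhibition rises; many of its hits are not listed in these tables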
Target sequence (Q9Y570 whole entry, looked up): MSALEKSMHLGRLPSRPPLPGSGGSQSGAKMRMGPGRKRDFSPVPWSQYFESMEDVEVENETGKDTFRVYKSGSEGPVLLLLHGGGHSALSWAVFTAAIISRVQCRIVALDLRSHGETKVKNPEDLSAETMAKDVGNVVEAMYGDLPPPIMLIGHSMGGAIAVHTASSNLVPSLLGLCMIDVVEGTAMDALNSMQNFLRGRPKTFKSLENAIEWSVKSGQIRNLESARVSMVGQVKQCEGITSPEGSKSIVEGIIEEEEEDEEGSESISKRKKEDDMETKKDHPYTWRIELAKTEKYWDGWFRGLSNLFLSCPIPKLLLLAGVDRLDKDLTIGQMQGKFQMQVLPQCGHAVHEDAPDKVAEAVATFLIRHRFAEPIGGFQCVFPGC
PAFAH2 FP inh: PAFAH2 (human) inhibition; Q99487; recombinant PAFAH2, FP-rhodamine activity probe, fluorescence polarization; inhibition, % at 3.39 µM; actives 0.99% (n = 340,000); AID 492956;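 active = inhibition above the mean over all tested compounds plus 3 SD, cut at about 30% in these data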;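 also: inhibitors block probe labeling of enzyme so polarization drops; 0% = enzyme with DMSO and 100% = wells lacking PAFAH2 protein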
pPAFAH inh: inhibitors of human plasma PAF acetylhydrolase (pPAFAH) | actives 1.5% (n = 330,000) | inhibition, % at 3.39 µM | recombinant pPAFAH, FP-rhodamine probe fluorescence polarization | Q13093;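 active = inhibition above the mean inhibition across the screen plus 3 SD, cut at about 25% in these data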;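 also: inhibitors block binding of the rhodamine activity-based probe so polarization drops; 0% = enzyme with DMSO and 100% = wells lacking pPAFAH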
GSTO1 inh: counter-screen for RBBP9 inhibitors: inhibitors of human GSTO1; P78417; recombinant GSTO1, activity-based probe fluorescence polarization; inhibition, % at 5.96 µM; actives 1.1% (n = 300,000); AID 1974;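 active = inhibition above the campaign mean inhibition plus 3 SD, cut at about 35% in these data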;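 also: 0% = GSTO1-1 with DMSO and 100% = wells lacking GSTO1-1 enzyme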
LYPLA1 counter: counter-screen for PME1 inhibitors: inhibitors of human LYPLA1; O75608; recombinant LYPLA1, FP-Rh probe fluorescence polarization; inhibition, % at 5.9 µM; actives 0.16% (n = 320,000);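 active = inhibition above the mean of all tested compounds plus 3 SD, set per campaign, cut at about 14% in these data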;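 also: inhibitors block serine hydrolase probe labeling of LYPLA1 so polarization falls; 0% = enzyme with DMSO and 100% = wells lacking LYPLA1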
Target sequence (O75608 whole entry, looked up): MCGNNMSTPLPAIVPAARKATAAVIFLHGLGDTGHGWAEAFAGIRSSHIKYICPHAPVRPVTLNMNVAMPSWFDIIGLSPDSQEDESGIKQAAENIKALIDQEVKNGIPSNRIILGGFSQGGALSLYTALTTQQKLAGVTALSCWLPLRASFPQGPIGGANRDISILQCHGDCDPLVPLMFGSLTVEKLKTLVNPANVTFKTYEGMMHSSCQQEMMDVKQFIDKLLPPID
* = called active by the depositor; nt = no result given. An excerpt. The share of hits here may be higher or lower than overall.

Structure | GSTO1 inh | PAD4 FP inh | pPAFAH inh | PAFAH1B2 FP inh | PME-1 inh | PAFAH1B3 inh | PAFAH2 FP inh | LYPLA2 counter | LYPLA1 counter
N#Cc1c(-c2ccccc2Cl)noc1/C=C/Nc1ccc(C(=O)O)cc1 | 6 | -8 | 5 | 6 | 4 | 11 | 19 | 1 | -6
CC(C)CNC(=O)C1CCCN(S(=O)(=O)c2ccc(-n3cnnn3)cc2)C1 (stereo not given) | -1 | -2 | 5 | 5 | 0 | -1 | 0 | 2 | 0
CN1CCN(CC(=O)c2ccccc2F)CC1 | 3 | -6 | 1 | 0 | 3 | 13 | 3 | -1 | -1
CC1NC2(C(=O)N(Cc3ccccc3)c3ccccc32)C2C(=O)N(c3ccccc3)C(=O)C12 (stereo not given) | 2 | 0 | -3 | 2 | 0 | -10 | 3 | -3 | 1
CN(C)CCNS(=O)(=O)c1ccc2c3c(cccc13)C(=O)N2 | 4 | 4 | 6 | 4 | -8 | 6 | 6 | 0 | -1
CN(C)c1ccc(S(=O)(=O)NCC(=O)NCCC2=CCCCC2)cc1[N+](=O)[O-] | nt | -2 | 4 | 13 | 7 | 7 | 6 | 4 | 3
CCOC(=O)N1CC=C2C(C#N)=C(N)C(C#N)(C#N)[C@H](c3ccsc3)[C@H]2C1 | 1 | 5 | 3 | 4 | 11 | 4 | 8 | 3 | 0
Cc1ccc(N(Cc2ccccc2F)S(C)(=O)=O)cc1C | -1 | -2 | 8 | 8 | 2 | 14 | -8 | 4 | 0
O=C(CCN1CCCCC1)Nc1ccccc1 | 7 | 2 | -3 | -2 | 2 | 6 | 1 | -2 | -3
CC(C)N(Cc1nc(-c2ccccc2)no1)C(=O)CCCN1C(=O)c2ccccc2C1=O | 4 | 2 | -2 | -3 | 3 | 7 | -1 | 2 | 1
Cc1c(CC(=O)O)c(=O)oc2c(C)c3occ(-c4ccc(Br)cc4)c3cc12 | -7 | -1 | 12 | 29* | -7 | 1 | 12 | 3 | -1
CCOC(=O)C1CCCN(c2c(NCCC(C)C)c(=O)c2=O)C1 (stereo not given) | 13 | -3 | 4 | 2 | -4 | -4 | 2 | 2 | 2
O=C(NCc1ccccc1)c1ccc(F)c(S(=O)(=O)N2CCOCC2)c1 | 0 | 4 | -2 | 7 | 3 | 11 | 18 | 6 | -1
COc1ccc(CC(=O)NC(=S)NNC(=O)COc2c(C)cccc2C)cc1 | 0 | 8 | -2 | 9 | -2 | 6 | 12 | -2 | -4
CC1=NN(c2ccccc2)C(=O)/C1=C\C=C1\N(C)c2ccccc2C1(C)C | 3 | -2 | -1 | -6 | 2 | 0 | -8 | 4 | 0
Cc1cccc(C(=O)N(NC(=O)Oc2ccccc2)C(C)(C)C)c1 | -7 | -2 | 3 | 1 | 5 | 3 | -11 | 0 | 2
COc1ccc(OC)c(CCNC(=O)CS(=O)(=O)Cc2nc(-c3ccc(C)cc3)oc2C)c1 | -3 | -5 | 0 | 8 | 5 | -2 | 3 | -1 | 2
Cc1nnc(SCC(=O)N2c3ccccc3CC2C)s1 (stereo not given) | -10 | -4 | -9 | 0 | -1 | 15 | -7 | -8 | -1
CCOc1ccccc1CNS(=O)(=O)c1csc(C(N)=O)c1 | 6 | -2 | -4 | 7 | 1 | 7 | 12 | -1 | -4
CC(C)(C)c1ccc(NC(=O)COC(=O)c2ccc(NS(=O)(=O)c3ccc(F)c(F)c3)cc2)cc1 | -19 | 2 | 31* | -6 | -13 | -9 | 24 | -28 | -14
O=c1cc(CSc2ccccc2)nc(-c2ccccc2)[nH]1 | 1 | -2 | 5 | nt | 6 | nt | nt | 3 | 1
O=C1N/C(=C/c2cccn2-c2ccccc2)C(=O)N1c1cccc(Cl)c1 | 0 | -11 | 7 | -4 | 5 | 7 | -1 | -3 | -5
COc1ccc(NC(=O)CN(C)C(=O)c2csc3c2CCCC3)cc1 | 11 | 2 | -1 | -4 | -8 | -12 | 9 | -7 | -1
Cc1cccc2c(N=NC(=O)C(C)n3cnc4ccccc4c3=O)c(O)[nH]c12 (stereo not given) | 16 | -4 | 5 | 4 | -4 | 10 | 3 | 1 | 0
CCOC(=O)N1CCN(C(=O)c2ccc(N(Cc3ccc(C)cc3)S(C)(=O)=O)cc2)CC1 | 0 | 0 | 2 | -1 | -4 | 7 | -10 | 1 | -1
CC(=O)c1cccc(NC(=O)CCN2C(=O)C3C4CCC(C4)C3C2=O)c1 (stereo not given) | -3 | 1 | 1 | -2 | -4 | 9 | 1 | 3 | -2
O=C(NCCOC(=O)c1ccc(Cl)cc1)c1cccnc1 | 4 | 0 | 0 | 3 | -3 | 6 | -7 | 4 | 1
Cc1ccc(Oc2nc3ccccc3n3cccc23)cc1 | -2 | 2 | 6 | 1 | -6 | 2 | -9 | -10 | -1
CCOC(=O)c1sc(=NC(=O)c2ccccc2)n(C)c1C | -2 | 1 | 0 | 4 | -2 | 11 | 4 | -3 | -1
CC(C)(C)C(=O)Nc1ccccc1C(=O)N1CCCC1 | 4 | 4 | -3 | 4 | -7 | 4 | 7 | 1 | -2
O=C(Cn1nnc(N2CCCCC2)n1)c1ccc(Cl)c(Cl)c1 | -3 | 0 | 3 | nt | 5 | nt | nt | -6 | -2
O=C(C(Cc1ccccc1)n1cccc1)N1CCN(Cc2ccccc2)CC1 (stereo not given) | 5 | -3 | -4 | -2 | -11 | -2 | 3 | 6 | 1
CCCCC(=O)Nc1cccc(NC(=O)c2ccccc2Br)c1 | -3 | 2 | -1 | 1 | 6 | 3 | -1 | -4 | -1
O=C(CSCc1ccc(Cl)cc1)Nc1ccccc1C(=O)N1CCOCC1 | 2 | 1 | -4 | 17 | -1 | -10 | 0 | 4 | 0
Cc1ccc(CSCCNC(=O)CN(c2cccc([N+](=O)[O-])c2)S(C)(=O)=O)cc1 | 1 | 0 | 5 | 18 | 2 | -2 | 0 | -2 | -6
C=CCNC(=O)NC(=O)COC(=O)/C(C#N)=C/c1ccc(OC)cc1 | 16 | 0 | 5 | 4 | -3 | 8 | 2 | 4 | 2
CCOc1ccc(NC(=O)COc2ccc(C(=O)NCc3cccc(OC)c3)cc2OC)cc1 | nt | 5 | 3 | 1 | -10 | 5 | 3 | -1 | -1
CCCCCCCCC#Cc1nc(C)ccc1OC | nt | 2 | 1 | 13 | nt | 5 | 5 | nt | nt
O=C(NCCN1CCCCC1)c1cccc2c1C(=O)c1ccc(N3CCCC3)cc1S2(=O)=O | nt | -17 | -2 | -14 | nt | -20 | -24 | nt | nt
Cc1cc(C)cc(CC2CC(=O)N(c3ccc4c(c3)OCCO4)C2=O)c1 (stereo not given) | -1 | -2 | 2 | 2 | 2 | 5 | 0 | 0 | 0
CC(=O)Nc1ccc(/C=C2/Sc3ccccc3C2=O)cc1 | -4 | -7 | 1 | 9 | 3 | 4 | 12 | 2 | -3
O=C(Nc1cc(Cl)ccc1N1CCOCC1)c1ccc(Br)o1 | 5 | -6 | 5 | -2 | 4 | 6 | -1 | 1 | -3
COCC1CCN(c2nc3nonc3nc2N2CCSCC2)C1 (stereo not given) | 2 | 5 | 2 | 0 | 0 | 2 | -1 | -1 | 4
CCCc1[nH]nc2c1C(CCc1ccccc1)C(C#N)=C(N)O2 (stereo not given) | -7 | -4 | 2 | 0 | 10 | -4 | 6 | -7 | -3
COc1cc(/C=N/N2C(=O)CSC2=S)ccc1O | 2 | -36 | -20 | -13 | -65 | -15 | -26 | -56 | -33
CC1CCc2c(sc3ncnc(SCC(=O)N(C)C4CCS(=O)(=O)C4)c23)C1 (stereo not given) | nt | -1 | 4 | 2 | nt | 8 | 1 | nt | nt
O=C(CNC(=S)N(CCCN1CCOCC1)Cc1cccs1)NCCCN1CCOCC1 | -3 | -1 | 2 | 6 | -6 | 4 | 4 | -1 | 4
CS(=O)(=O)NCc1nnc(SCc2ccccc2C(F)(F)F)o1 | 0 | -6 | 0 | 6 | 0 | 1 | -8 | -8 | -3
Cn1c(=O)n(C)c2cc([N+](=O)[O-])c(N3CCN(C(=O)c4ccccc4Br)CC3)cc21 | 4 | 5 | 4 | -1 | 7 | 1 | -1 | 13 | -4
CN(CC(=O)Nc1ccc(N2CCOCC2)cc1)CC(=O)Nc1ccc(Cl)cc1[N+](=O)[O-] | -1 | 4 | 13 | 7 | 1 | 3 | -2 | 4 | 3
CN1CCN(S(=O)(=O)c2ccc(NC(=O)COc3ccccc3)cc2)CC1 | -1 | 4 | -12 | 2 | -2 | 0 | 1 | -5 | -3
COCCNC(=O)CN1C(=O)NC2(CCCc3ccccc32)C1=O (stereo not given) | 6 | -2 | 4 | -1 | -2 | 2 | 7 | 1 | 3
CCOC(=O)c1c(C)[nH]c(C)c1C(=O)CSc1nc2ccccc2n1CCOC | -1 | 3 | -1 | 4 | -7 | 3 | 3 | 2 | 0
O=C(CNCc1cccc2ccccc12)Nc1ccccc1[N+](=O)[O-] | 6 | -3 | 7 | -3 | 3 | 5 | -1 | 2 | -2
Cc1ccc(CNC(=O)C2CCN(c3nn4c(=O)cc(C)nc4s3)CC2)cc1 | -3 | -3 | 4 | 4 | 3 | -9 | 2 | -1 | -1
Cc1cc(=O)oc2cc(OCC(=O)N3CC[C@@]4(O)CCCC[C@H]4C3)ccc12 | -3 | 2 | 6 | 2 | -5 | 6 | 0 | 4 | 4
COc1ccc2oc(=O)c(-c3nc(C)cs3)cc2c1 | -1 | 5 | 3 | -2 | 7 | 11 | 6 | -5 | -2
COc1ccc(/C=C/c2cc(-c3ccc(C)cc3)o[n+]2C)cc1 | -2 | -2 | -2 | 0 | 1 | 11 | 5 | 3 | 1
Cc1nn(C2CCS(=O)(=O)C2)c(Cl)c1/C=C/C(=O)OCC(=O)c1c[nH]c2ccccc12 (stereo not given) | -3 | 0 | 3 | 0 | -3 | 9 | 19 | 7 | -4
CCCSC1=C(C#N)C(c2ccc(O)c(OC)c2)CC(=O)N1 (stereo not given) | -7 | 1 | 9 | 5 | 0 | -3 | 1 | 1 | 5

Structures shown so far that have a tert-butyl group:
Structure | GSTO1 inh | PAD4 FP inh | pPAFAH inh | PAFAH1B2 FP inh | PME-1 inh | PAFAH1B3 inh | PAFAH2 FP inh | LYPLA2 counter | LYPLA1 counter
Cc1cccc(C(=O)N(NC(=O)Oc2ccccc2)C(C)(C)C)c1 | -7 | -2 | 3 | 1 | 5 | 3 | -11 | 0 | 2
CC(C)(C)c1ccc(NC(=O)COC(=O)c2ccc(NS(=O)(=O)c3ccc(F)c(F)c3)cc2)cc1 | -19 | 2 | 31* | -6 | -13 | -9 | 24 | -28 | -14
CC(C)(C)C(=O)Nc1ccccc1C(=O)N1CCCC1 | 4 | 4 | -3 | 4 | -7 | 4 | 7 | 1 | -2

Bioassay records as filed in PubChem.
